# Abeta rescue = compounds reversing amyloid beta toxicity in yeast; yeast expressing A-beta42, growth rescue, OD600, 48 h; response scale: 0% DMSO, 100% iron-clioquinol control; actives 0.063% (n = 410,000); AID 1347071; Potency, µM (titrated, usually from 46.1 µM), for the others: top-dose growth rescue, usual class: activators; note: nearly all actives have a fitted effect of over 55% in size
#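 Yeast A-beta toxicity model in growth medium with pinned compounds, 48 h at 30 C; growth read as absorbance at 600 nm. Normalized to FeCl3/clioquinol equimolar mix (positive) and DMSO (negative).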
# FUS suppressor = rescues growth of FUS-expressing yeast; actives 0.24% (n = 390,000); Potency, µM (highest dose often 76.6 µM), for the others: top-dose growth rescue (activation), most hits filed as activators; S. cerevisiae FUS-expressing, growth rescue, OD600, 24 h;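 note: plate controls were DMSO vehicle for no effect and reference control for full effect; nearly all actives have a fitted effect of over 55% in size; some results filed as inactive show a strong effect at the top dose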
#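 Restored growth of FUS-toxic S. cerevisiae, read as 600 nm absorbance after 24 h at 30C in galactose medium (starting OD 0.005). Controls CP55940 and DMSO.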
# Starred values were filed as active, the others as inactive; ? = inconclusive; & = joins results of further samples; [ ] = dose if it differs, or a comment. Calls come from the whole dose curve; as a rule, active = well fitted activation curve with a large enough effect; inconclusive = small, poorly fitted or top-dose-only effect; inactive = no such curve, though single readings can be large or run the other way. Potency is the fitted concentration of half-maximal effect.
SMILES | Abeta rescue | FUS suppressor
CCc1cccc(C)c1NC(=O)CCCn1c(C)c2cnn(-c3ccccc3)c(=O)c2c1C | -11% | 20%
Cc1cc(NC(=O)CN2C(=O)C(C)(C)c3ccccc32)ccc1Br | 17% | 34%
CCc1ccc(NC(=O)CC(NCc2cccnc2)C(=O)O)cc1 (stereo not drawn) | -21% | -19%
CC(=O)c1ccc(NC(=O)NCCc2c[nH]c3ccccc23)cc1 | -5% | -7%
CC[C@H](C)NC(=O)CCCc1nnc2n(CCC(C)C)c(=O)c3sccc3n12 | -30% | 1%
Cc1cc(C)cc(N2CC(c3nnc(NC(=O)c4ccco4)s3)CC2=O)c1 (stereo not drawn) | 7% | 5%
CCN(Cc1ccccc1)C(=O)CCc1c(C)nc2c(c(C)nn2-c2ccc(C)c(C)c2)c1C | -1% | -19%
Cc1sc2ncn(CC(=O)Nc3ccc(F)cc3F)c(=O)c2c1S(=O)(=O)N1CCC(C)CC1 | -6% | -33%
Cc1cc(C)c(NC(=O)CSc2nc(=O)n(Cc3cccnc3)c3c2CCC3)c(C)c1 | 4% | 14%
COc1cc(CNc2ccc3[nH]c(=O)[nH]c3c2)cc(Cl)c1OCc1ccccc1F | -21% | 16%
Cc1ccc(S(=O)(=O)N(CC(=O)Nc2c(C)cccc2C)c2cccc(Cl)c2)cc1 | 7% | 13%
COc1cccc(-c2noc(COc3ccccc3Cl)n2)c1 | -6% | -19%
CC(C)OCCCNC(=O)Cc1ccc(NC(=O)N2CCCCc3ccccc32)cc1 | 2% | 18%
Cc1ccn2c(NC(=O)c3cccc(Cl)c3)c(-c3ccccc3)nc2c1 | -2% | -12%
CCc1ccccc1Nc1cc(C(=O)NCc2ccc(C)cc2)c2ccccc2n1 | -7% | 12%
COc1ccc(NC(=O)c2cn(CC(C)C)c(=O)c3cc(OC)c(OC)cc23)cc1Cl | -11% | -26%
CCOc1ccccc1CNC(=O)CN(c1ccc(C)cc1)S(=O)(=O)N(C)C | -2% | 12%
Cc1cccc(C(=O)Nc2sc3c(c2C(=O)Nc2ccccc2)CCC3)c1 | 2% | -12%
Cc1ccc(C(=O)Nc2nnc(S(=O)(=O)N3CCCc4ccccc43)s2)cc1 | 3% | -13%
CCC1CN(C(=O)N2CCC(C(=O)NCCN(CC)CC)CC2)c2ccccc2O1 (stereo not drawn) | -15% | -4%
COc1ccccc1CNC(=O)c1sc2nc3n(c(=O)c2c1C)CCC3 | -21% | 16%
Cc1ccc(OC(=O)CSc2nnc(-c3cccs3)o2)cc1 | 3% | -9%
CCSc1nn(CC(=O)Nc2ccc(C(=O)OC)cc2)c(N)c1S(=O)(=O)c1ccc(C)cc1 | -2% | ?
CCc1c(C)sc2c1CCN(Cc1ccc(C#N)cc1)C2c1ccccc1 (stereo not drawn) | 9% | 2%
CCOc1ccccc1NC(=O)Cn1c(=O)ccc2cc(S(=O)(=O)N3CCC(C)CC3)ccc21 | 24% | ?

# Following part.
SMILES | Abeta rescue | FUS suppressor
CCC(=O)N1CCc2cc(Br)cc(S(=O)(=O)N3CCN(c4cc(C)ccc4C)CC3)c21 | 8% | -34%
Cc1cc(Nc2cccc(C(F)(F)F)c2)nc2ccc(NC(=O)c3cccc(Cl)c3)cc12 | ? | ?
CC1CCN(CCCNC(=O)c2cc(Sc3ccc(F)cc3)nc3ccccc23)CC1 | 26% | 19%
COc1cc(OC)c(NC(=O)N2CCC(CN3CCCC3)CC2)cc1Cl | -2% | 10%
Cc1ccn2c(Nc3ccc(F)cc3)c(-c3ccc(C)o3)nc2c1 | -15% | 15%
Cc1ccccc1NC(=O)CSc1nc(-c2ccccc2C)nc2cc(=O)[nH]n12 | -12% | 5%
Cc1ccc(-c2cc(C(F)(F)F)n3nc(C(=O)Nc4sc5c(c4C#N)CCC(C)C5)cc3n2)cc1 (stereo not drawn) | -3% | 0%
C=Cc1ccc(Cn2c(C(=O)O)c(CNCc3cc(OC)ccc3OC)c3ccc(C)cc32)cc1 | 0% | 7%
Cc1ccccc1C(=O)Nc1ccc2nc(SCC(=O)N3CCc4ccccc43)sc2c1 | -16% | 3%
COc1ccc(-n2nc(C)c3c(C(F)(F)F)cc(-c4cccnc4)nc32)cc1 | -23% | -24%
Cc1ccccc1-n1c(/C=C/c2c(C)n(C)c3ccccc23)nc2ccccc2c1=O | -2% | -14%
Cc1cccn2c(=O)c(C(=O)NC(C)c3ccccc3)cnc12 (stereo not drawn) | -24% | -19%
COc1ccc(NC(=O)c2nnn(CC(=O)Nc3c(C)cc(C)cc3C)c2N)cc1OC | -10% | -5%
COc1ccc(Br)cc1CNC(=O)Cn1ncn2nc(-c3cccs3)cc2c1=O | -15% | -25%
CC(=O)N1CCN(c2nc3c(C)ccc(Cl)c3s2)CC1 | 1% | 26%
O=C(CCS(=O)(=O)c1cc2c3c(c1)CCN3C(=O)CC2)Nc1cccc(Br)c1 | -11% | -1%
Cc1ccc(Cl)cc1N1CCN(C(=O)c2cccn2-c2nnc(N3CCCCC3)s2)CC1 | -2% | -1%
CCc1nn(Cc2c(C)cc(C)cc2C)c(=O)c2cc3cc(C)ccc3n12 | -7% | -9%
O=C(NC1CC(=O)N(c2ccccc2)C1)C1CCCCC1 (stereo not drawn) | -28% | -8%
COc1ccc(NC(=O)Cn2c(=O)n(CCC(=O)NCCc3ccc(OC)c(OC)c3)c(=O)c3ccccc32)cc1Cl | -33%[inhibitor] | 9%
Cc1cccc(CCNC(=O)c2cc3ccccn3n2)c1 | -20% | 4%&-15%
Cc1c(C(=O)NCc2ccc(OC(C)C)cc2)sc2ncnc(N(C)C3CCCCC3)c12 | 5% | 40%
COc1ccc(N(Cc2cccs2)C(=O)COc2ccc(C(C)C)cc2)cc1 | -10% | 23%
COc1ccc(C(=O)CCC(=O)Nc2ccc(C)c(Cl)c2)cc1 | 12% | 33%
Cc1noc(/C=C/c2ccccc2F)c1S(=O)(=O)N1CCC(C(=O)NCc2ccco2)CC1 | -14% | 18%

# (further entries)
SMILES | Abeta rescue | FUS suppressor
COc1ccc(C(=O)NCC(c2ccc(N(C)C)cc2)N2CCc3ccccc32)c(OC)c1 (stereo not drawn) | -6% | 0%
O=C(Nc1ccccc1[N+](=O)[O-])c1csnn1 | -30%[inhibitor] | -12%
CCN(C(=O)Cn1c(=O)oc2cc(S(=O)(=O)N3CCCC3)ccc21)c1cccc(C)c1 | 1% | 37%
COc1ccccc1-c1cc(C(=O)Nc2cc(Cl)ccc2O)no1 | 7% | -8%
CCOC(=O)c1noc2nc(C)n(CC(=O)Nc3ccccc3F)c(=O)c12 | -11% | 1%
N#C/C(=C\c1ccc(-c2cccc(Cl)c2)o1)C(=O)Nc1cccc(C(F)(F)F)c1 | -9% | 2%
CCOc1ccc(CCNC(=O)Cn2nc(CC)n3c(cc4sccc43)c2=O)cc1 | -26% | 11%
COc1cc(OC)cc(-n2c(=O)c3ccccc3n(Cc3ccccc3C#N)c2=O)c1 | -19% | -20%
COC(=O)c1ccccc1NC(=O)CSc1nnc2cc(C)c3cc(C)cc(C)c3n12 | 13% | 15%
Cc1cc(C)c2oc(C(=O)Nc3nc4ccc(Cl)cc4s3)cc(=O)c2c1 | -5% | -8%
O=C1CCSC2(C(=O)N(Cc3ccccc3)c3ccccc32)N1c1ccccc1 (stereo not drawn) | -9% | ?
COc1ccccc1C(=O)Nc1ccc2nc(SCC(=O)N3CCCc4ccccc43)sc2c1 | -26% | ?
COc1ccc(-c2noc(CN(C(=O)C(C)Oc3ccc(C)cc3)C(C)C)n2)cc1 (stereo not drawn) | -11% | 45%
CCCOc1cccc(C(=O)Nc2cccc(NC(=O)c3ccc(C(C)(C)C)cc3)c2)c1 | -9% | -1%
CCc1cccc(C)c1NC(=O)C1CCCN(S(=O)(=O)c2cccc3nsnc23)C1 (stereo not drawn) | -10% | -9%
COc1ccc(N2CCN(c3oc(-c4ccccc4C)nc3S(=O)(=O)c3ccccc3)CC2)cc1 | -7% | 13%
COc1cccc(N2CC(NC(=O)c3ccc(S(=O)(=O)N4CCCC4)cc3)CC2=O)c1 (stereo not drawn) | -11% | 18%
CC(C)CCn1c(=O)c2sccc2n2c(CCCC(=O)NC3CCC(C)CC3)nnc12 (stereo not drawn) | -1% | -10%
Cc1cn(C)c(CC(=O)N2CCN(c3ccc(F)cc3)CC2)c1C(=O)O | 6% | 26%
Cc1ccc(N(C)S(=O)(=O)c2ccc3c(c2)C(C)(C)C(=O)N3C)cc1C | -13% | 39%
Cc1ccc(N2CCN(Cc3nnc(-c4ccc5c(c4)OCO5)o3)CC2)c(C)c1 | 5% | 1%
CCC(=O)N1CCc2cc(Br)cc(S(=O)(=O)N3CCCC(C(=O)Nc4ccc(OC)c(Cl)c4)C3)c21 (stereo not drawn) | -12% | 0%
Cc1cccc(CNC(=O)c2sc3ncnc(N(C)C4CCCCC4)c3c2C)c1 | -9% | 25%
COC(=O)c1c(C)oc2ccc(N(C(=O)Oc3ccccc3)S(=O)(=O)c3ccc(C(C)(C)C)cc3)cc12 | -19% | 27%
COc1cccc(CNC(=O)c2c3c(nc4ccccc24)C(=O)N(C2CCCCC2)C3)c1 | 3% | ?

# The final six entries of the section above open the next one.
SMILES | Abeta rescue | FUS suppressor
Cc1ccc(N(C)S(=O)(=O)c2ccc3c(c2)C(C)(C)C(=O)N3C)cc1C | -13% | 39%
Cc1ccc(N2CCN(Cc3nnc(-c4ccc5c(c4)OCO5)o3)CC2)c(C)c1 | 5% | 1%
CCC(=O)N1CCc2cc(Br)cc(S(=O)(=O)N3CCCC(C(=O)Nc4ccc(OC)c(Cl)c4)C3)c21 (stereo not drawn) | -12% | 0%
Cc1cccc(CNC(=O)c2sc3ncnc(N(C)C4CCCCC4)c3c2C)c1 | -9% | 25%
COC(=O)c1c(C)oc2ccc(N(C(=O)Oc3ccccc3)S(=O)(=O)c3ccc(C(C)(C)C)cc3)cc12 | -19% | 27%
COc1cccc(CNC(=O)c2c3c(nc4ccccc24)C(=O)N(C2CCCCC2)C3)c1 | 3% | ?
Cc1ccc(S(=O)(=O)CC(=O)Nc2sc3c(c2C#N)CCCC3)cc1 | -15% | 25%
COc1cc2ccccc2cc1C(=O)N1CCN(c2nc3c(F)cccc3s2)CC1 | -9% | 10%
CCn1c(=O)c2cc(C(=O)NCc3ccc(F)cc3Cl)sc2c2ccccc21 | -8% | -20%
CCCCNC(=O)CSc1nc2cc3c(cc2c(=O)n1Cc1ccc(C(=O)NCCc2ccc(OC)c(OC)c2)cc1)OCO3 | -7% | -10%
O=C(NCCc1ccc(Cl)cc1)C(=O)NCC(c1cccs1)S(=O)(=O)c1ccccc1 (stereo not drawn) | -5% | -8%
O=C(c1cc2ccc3cccnc3c2[nH]1)N1CCN(c2cccc(C(F)(F)F)c2)CC1 | -7% | 30%
CCOC(=O)c1ccc(NC(=O)Cn2nc(C)c3nn(-c4ccc(Cl)cc4)c(C)c3c2=O)cc1 | -18% | 34%
CCN1C(=O)C(Cc2nc3ccccc3c(=O)n2-c2ccc(OC)cc2)c2cc(C)ccc21 (stereo not drawn) | -21% | ?
COCCn1c(SCC(=O)c2ccc(C)cc2)nc2cc(C(=O)NC3CCCC3)ccc2c1=O | -1% | 3%
CCOc1ccccc1NC(=O)CSc1c(C)cnc2c1c(=O)n(C)c(=O)n2C | -7% | 10%
COc1ccc(-c2nc(CSc3nncn4c3cc3sccc34)c(C)o2)cc1OC | -12% | -20%
O=C(Nc1ccc2oc(-c3cccc4c(Br)cccc34)nc2c1)c1ccc(F)cc1 | 9% | -1%
COc1cccc(CNC(=O)CNS(=O)(=O)c2ccc3nc(C)sc3c2)c1 | -10% | -7%
Cc1c(Cl)cccc1NC(=O)Cn1nnc(-c2nc(-c3ccccc3)no2)c1N | -4% | -28%
Cc1ccc(-n2nc(C(=O)N3CCCCC3C)c(=O)n(C)c2=O)cc1 (stereo not drawn) | -20% | 1%
Cc1ccc(N(C)S(=O)(=O)c2nnc(NC(=O)CC(C)C)s2)cc1 | -11% | -12%
Cc1cnc(=O)[nH]c1SCC(=O)Nc1nc2ccccc2s1 | -2% | -12%
CCCN(Cc1cccs1)C(=O)Nc1ccc(OCC)cc1 | 17% | -18%
O=C1CC(c2nnc(Cc3c(F)cccc3Cl)o2)CN1c1ccccc1 (stereo not drawn) | -6% | 6%
CCc1ccc(-c2nc3cc(NC(=O)c4ccc(F)cc4)ccc3o2)cc1 | -6% | -24%
Cc1ccc(NC(=O)CSc2nc(=O)n(Cc3cccnc3)c3c2CCC3)cc1F | 7% | 21%
Cc1cccc(NC(=O)CSc2nnc3c4ccccc4n(C)c3n2)c1 | 2% | 3%
Cc1nc2cccnc2n1C1CCN(C(=O)Nc2ccc(Cl)cc2)CC1 | -3% | -21%
Cc1ccc(C)c(N2CCN(c3nc4ccccc4c(=O)n3-c3ccc(Cl)cc3)CC2)c1 | 6% | -3%
FC(F)(F)c1ccc(C2=Nc3ccccc3NC(c3cccs3)=N2)cc1 | -7% | 9%
Cc1ccc(CNC(=O)c2ccc(N3Cc4ccccc4Oc4ncccc43)s2)cc1 | -7% | 6%
Cc1ccc(N2C(=O)[C@@H]3CSC(c4ccc(Cl)cc4)N3C2=O)cc1 (stereo partly drawn) | -6% | 2%

# This is a subset; the hit share may differ from the screen's.
